Screening results (PubChem BioAssay)
RTF Ca sens act: increases calcium sensitivity of human cardiac regulated thin filaments; AID 493008; IANBD-labeled TnC RTF fluorescence at EC20 calcium; 0% EC20 calcium, 100% full calcium; 340,000 compounds, 0.24% hits; activation, % at 7.2 µM;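 active means activation above the mean over all tested compounds plus 3 SD, cut at about 30% in these data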;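 further: rise in fluorescence read as greater calcium sensitivity of cardiac thin filaments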
OPRM1-OPRD1 inv: inverse agonists of human mu-delta opioid receptor heterodimerization; P35372+P41143; cell-based MOR-DOR heterodimer luminescence, inverse agonism; inhibition, % at 9.3 µM; 340,000 compounds, 0.21% hits; AID 504357; in the data active means inhibition above about 22%, passing the limit was not always enough;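 further: 0% = cells with DMSO and 100% = wells without cells with DMSO; values of inactives mirror those of a sister screen read the other way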
OPRM1-OPRD1 ag: OPRM1-OPRD1 heterodimerization agonism; P35372+P41143; cells, luminescence; activation, % at 9.3 µM; 340,000 compounds, 0.3% hits; in the data active means activation above about 18%;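 further: 0% = vehicle-treated cells and 100% = reference agonist; values of inactives mirror those of a sister screen read the other way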
C-LANA FP: KSHV C-LANA DNA binding inhibition | MBP-C-LANA/FAM-LBS DNA binding, fluorescence polarization | inhibition, % at 9 µM | 340,000 compounds, 0.078% hits | AID 504423;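 active means highest replicate inhibition at or above 60% at 9 µM, even if other replicates fall short; inactive means all replicates below 60% inhibition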;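 further: 0% = neutral control wells and 100% = 4 µM acridine orange control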
Cardiac RTF inh: cardiac RTF calcium desensitization; P19429+P45379; 340,000 compounds, 0.12% hits; AID 493244; IANBD-labeled cardiac RTF, Ca2+ fluorescence; inhibition, % at 7.15 µM;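 active means inhibition above the mean inhibition of all tested compounds plus 3 SD, cut at about 17% in these data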;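 further: assay run at fixed EC70 calcium of 1.6 mM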
HTR5A inv ctr: HTR5A inverse agonism, opioid heterodimer counter-screen; P47898; HTR5A cell line, luminescence; inhibition, % at 9.3 µM; 340,000 compounds, 0.083% hits; AID 504634; in the data active means inhibition mostly above about 23%, no sharp cut-off; inactive means mostly below about 18%;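 further: 0% = cells with DMSO and 100% = no-cell wells with DMSO; some compounds called inactive have numbers as strong as hits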
Target sequence (P47898 whole entry, looked up): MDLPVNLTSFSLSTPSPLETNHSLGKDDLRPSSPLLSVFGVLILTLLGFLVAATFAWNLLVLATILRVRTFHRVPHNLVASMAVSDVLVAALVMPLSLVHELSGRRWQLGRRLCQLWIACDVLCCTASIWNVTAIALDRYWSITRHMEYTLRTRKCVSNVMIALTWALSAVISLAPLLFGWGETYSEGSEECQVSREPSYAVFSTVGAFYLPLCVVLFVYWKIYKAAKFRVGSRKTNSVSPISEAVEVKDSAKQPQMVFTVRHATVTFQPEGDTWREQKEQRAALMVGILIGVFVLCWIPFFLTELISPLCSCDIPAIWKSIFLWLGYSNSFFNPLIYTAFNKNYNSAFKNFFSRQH
HTR5A ag: counter-screen for OPRM1-OPRD1 agonists: human HTR5A agonism; AID 504692; 340,000 compounds, 0.61% hits; activation, % at 9.3 µM; HTR5A agonist assay, luminescence, cell-based; P47898; in the data active means activation mostly above about 9.5%, no sharp cut-off; inactive means mostly below about 7.6%;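 further: 0% = cells with vehicle only and 100% = reference agonist; strong numbers were not always called active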
CAL-PDZ inh HTS: CAL PDZ (human) peptide binding inhibition; purified CAL PDZ, TMR-peptide fluorescence polarization, 1 h; inhibition, % at 24.9 µM; 300,000 compounds, 0.92% hits; AID 602252;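 active means mean inhibition of at least 30% with at least half of replicates also reaching 30%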;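 further: 0% = DMSO neutral control and 100% = excess unlabeled competitor peptide PRC23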
V-ATPase pHluor: yeast V-ATPase proton transport regulation by pHLuorin. S. cerevisiae, pHLuorin cytosolic pH fluorescence. response, % at 10 µM. 350,000 compounds, 0.37% hits. AID 504577; in the data active means response mostly above about 7.3%, no sharp cut-off; inactive means mostly below about 5.4%; further: actives read high; inactives centre near 0; some compounds called inactive have numbers as strong as hits; reference of the scale not given here
Keap1-Nrf2 PPI: inhibitors of human Keap1-Nrf2 protein-protein interaction; Q14145; Keap1 Kelch-Nrf2 peptide fluorescence polarization, 1536-well; inhibition, % at 9.4 µM; 340,000 compounds, 0.15% hits; in the data active means inhibition above about 12%;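 further: human Keap1 Kelch domain with fluorescein labeled Nrf2 9mer peptide probe; 0% = neutral control wells and 100% = peptide positive control; higher means more block of Keap1 binding to Nrf2 peptide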
Target sequence (Q14145 whole entry, looked up, the tested form may be a part): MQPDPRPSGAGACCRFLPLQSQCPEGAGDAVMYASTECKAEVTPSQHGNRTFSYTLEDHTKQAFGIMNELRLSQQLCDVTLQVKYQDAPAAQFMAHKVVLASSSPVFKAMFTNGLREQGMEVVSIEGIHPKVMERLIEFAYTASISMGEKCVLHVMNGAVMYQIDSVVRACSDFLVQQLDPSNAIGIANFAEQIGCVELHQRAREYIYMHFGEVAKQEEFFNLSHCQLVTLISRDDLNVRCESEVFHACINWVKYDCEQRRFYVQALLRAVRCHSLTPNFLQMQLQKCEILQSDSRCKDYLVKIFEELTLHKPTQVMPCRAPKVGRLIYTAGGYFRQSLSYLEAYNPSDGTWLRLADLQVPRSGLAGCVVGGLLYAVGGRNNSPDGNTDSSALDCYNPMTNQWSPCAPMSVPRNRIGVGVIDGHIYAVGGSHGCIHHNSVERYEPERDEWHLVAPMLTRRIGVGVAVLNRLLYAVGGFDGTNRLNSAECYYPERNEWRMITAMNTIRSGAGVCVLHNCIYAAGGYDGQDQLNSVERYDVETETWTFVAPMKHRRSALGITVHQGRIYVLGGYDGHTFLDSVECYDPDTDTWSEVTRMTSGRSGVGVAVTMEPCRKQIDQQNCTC
* = called active by the depositor; . = not tested or not shown.

SMILES	RTF Ca sens act	OPRM1-OPRD1 inv	OPRM1-OPRD1 ag	C-LANA FP	Cardiac RTF inh	HTR5A inv ctr	HTR5A ag	CAL-PDZ inh HTS	V-ATPase pHluor	Keap1-Nrf2 PPI
CCCOc1ccc(-c2csc3nc[nH]c(=O)c23)cc1	-1	-22	4.7	1.2	-8	-7	2	2	-4	7
COc1cc2[nH]c(=O)n(CCCCCC(=O)N3CC=C(c4ccccc4)CC3)c(=O)c2cc1OC	-5	-9	1.6	-0.3	1	-30	2	-1	0	-5
CC(=O)Nc1ccc(S(=O)(=O)NC2=C(N3CCN(C)CC3)C(=O)c3ccccc3C2=O)cc1	0	-19	3.7	-0.3	-5	-2	1	1	-5	0
COc1ccc(C(=O)N2CCCCCC2)cc1OC1CCN(C(C)=O)CC1	1	7	-1.3	-0.3	-15	15	-1	-3	0	0
COc1ccc(C(=O)NNC(=O)Cc2coc3cc(OC)ccc23)cc1	0	12	-2.4	4.2	-2	-6	1	0	1	2
Cc1ccc(S(=O)(=O)Nc2ccc3c(c2)C(=O)NC3=O)cc1[N+](=O)[O-]	2	11	-2.2	-0.1	-8	13	2	-1	1	-3
Cc1cc(C)nc(/N=C(\N)Nc2ccc(CC(=O)OC(C)C)cc2)n1	-1	9	-1.8	2.8	-12	-9	2	1	3	2
CC[C@@H](C)CN1C(=O)N[C@@H](CCc2ccccc2)C(C(C)=O)=C1C	-3	15	-2.8	1.6	2	5	1	0	-5	-4
CCCCC(c1nnnn1C1CCCC1)N1CCN(C2CCCCC2)CC1 (configuration not stated)	-1	7	-1.6	3.0	-9	18	-2	-1	0	-3
COc1ccc(NC(=S)NC(NC(=O)c2cccc(C)c2)C(Cl)(Cl)Cl)c([N+](=O)[O-])c1 (configuration not stated)	2	-16	2.7	-1.1	3	-9	-5	0	11	7
O=C(Cc1ccc(F)cc1)N1CCOCC1	2	12	-2.4	-0.8	-6	16	-1	0	7	0
CC(C)CNC(=O)c1ccccc1-c1ccccc1C(=O)O	3	-1	0.2	-0.6	-16	-5	2	0	2	1
CSCCC(NS(=O)(=O)c1cccs1)C(=O)NCc1cccs1 (configuration not stated)	9	4	-0.8	0.0	-9	5	-2	-3	3	-7
O=C(N/N=C/c1cccnc1)c1cc2ccccc2cc1O	1	-5	1.1	-0.6	-2	6	-2	-5	0	-5
CCOc1ccc(S(=O)(=O)N(C)CC(=O)NCc2ccccn2)cc1	7	7	-1.2	1.5	-14	-4	1	0	3	-6
CC1=N/C(=C\c2ccccc2Cl)C(=O)O1	2	5	-0.9	0.3	-7	-17	5	-2	-1	5
Cc1ccccc1C1=NC(c2ccc(F)cc2F)ON1 (configuration not stated)	1	3	-0.6	1.7	7	11	4	-1	1	-6
CNc1c(NS(=O)(=O)c2cc(Cl)ccc2OC)c(=O)oc2ccccc12	-5	0	0.0	1.9	-2	-9	3	-23	-3	-2
Cn1cc2cc([N+](=O)[O-])ccc2n1	2	6	-1.4	1.4	2	4	-2	13	-3	0
O=C(O)c1ccc(N/N=C/C=C/c2ccccc2)cc1	0	6	-1.1	0.7	4	-1	0	2	7	4
CCOc1cc(Cl)c(S(=O)(=O)NCc2ccccn2)cc1Cl	-6	1	-0.2	0.9	-8	-18	5	-2	-1	-1
Cc1cc(C(=O)CSc2nnnn2-c2ccc(O)cc2)c(C)n1Cc1ccc2c(c1)OCO2	4	-4	0.8	0.1	-7	-19	6	-5	4	-3
Cc1cnc(C(=O)OCC(=O)Nc2oc(-c3ccccc3)c(-c3ccccc3)c2C#N)cn1	-2	1	-0.2	-0.2	-3	-4	-2	-1	-1	-8
Cc1cc(S(=O)(=O)Nc2ccc(C(=O)N3CCN(c4ccccc4O)CC3)cc2)ccc1F	-1	-3	0.5	0.1	-2	-15	14*	0	-2	5
CC1(C)NC(=O)N(CC(=O)OCC(=O)Nc2c(Br)cc([N+](=O)[O-])cc2Br)C1=O	2	-30	5.7	1.0	-8	6	-2	.	2	4
Cc1sc2ncnc(SCC(=O)NNC(=O)c3ccco3)c2c1C	-2	17	-3.5	0.2	-3	-2	1	1	-2	-2
C/C(=N\OC(=O)c1ccc(F)cc1)c1nccs1	0	13	-2.6	0.1	1	-6	6	0	0	1
Fc1ccc(Cn2cccc2C2=NC(c3ccccc3)CO2)cc1 (configuration not stated)	-5	1	-0.2	0.5	13	8	-2	-3	0	-2
COc1ccc(N2C(=O)CCC(C(=O)N3CCC(C(N)=O)CC3)C2c2ccc(F)cc2)cc1 (configuration not stated)	-1	8	-1.4	-0.7	-4	9	2	-1	1	-2
COc1cc(N)ccc1NC(=O)c1cccs1	5	5	-0.8	0.0	0	-10	6	-9	4	1
O=C(O)CSc1nc2ccccc2n1-c1ccccc1	2	10	-2.2	-0.5	8	1	0	6	1	-3
CN(C)S(=O)(=O)c1cccc(NC(=O)CN2C(=O)NC(Cc3ccccc3)C2=O)c1 (configuration not stated)	1	19	-4.8	5.1	2	2	-1	2	2	-3
CCNc1nc(SCCOc2ccc(C)cc2)nc(N(C)C)n1	2	-35	6.8	-0.4	-6	-10	3	-4	-3	0
NS(=O)(=O)c1cccc(NC(=O)CCSc2ccc(Cl)cc2)c1	0	6	-1.1	-1.5	7	1	4	-1	0	1
COc1ccc(/C(O)=C2/C(=O)C(=O)N(CCN3CCNCC3)C2c2cccc([N+](=O)[O-])c2)cc1 (configuration not stated)	-1	12	-2.5	1.8	4	5	-1	-1	4	1
COc1ccc(NS(=O)(=O)c2cccc(NC(=O)CCS(=O)(=O)c3ccccc3)c2)cc1	3	14	-2.6	0.7	-15	10	-4	.	4	-2
N#C/C(Cn1c[n+](NC(=O)Nc2ccccc2)cn1)=N/O	-2	14	-2.4	0.6	-5	5	-1	-1	4	-3
CN(c1ccccc1)S(=O)(=O)c1cccc(C(=O)Nc2nccs2)c1	-3	16	-3.1	2.8	-3	2	-1	-1	5	-5
C=CCOc1ccc(C2/C(=C(/O)c3ccc4c(c3)CC(C)O4)C(=O)C(=O)N2CCCN2CCOCC2)cc1 (configuration not stated)	4	8	-1.6	0.7	1	-2	4	-4	0	-8
CN(CC1CCCO1)S(=O)(=O)c1ccc(C(=O)Nc2nc3cc4c(cc3s2)OCO4)cc1 (configuration not stated)	5	-5	0.9	-5.9	-5	19	-1	1	-5	4

Next part, starting with the last 4 of the part before.
SMILES	RTF Ca sens act	OPRM1-OPRD1 inv	OPRM1-OPRD1 ag	C-LANA FP	Cardiac RTF inh	HTR5A inv ctr	HTR5A ag	CAL-PDZ inh HTS	V-ATPase pHluor	Keap1-Nrf2 PPI
N#C/C(Cn1c[n+](NC(=O)Nc2ccccc2)cn1)=N/O	-2	14	-2.4	0.6	-5	5	-1	-1	4	-3
CN(c1ccccc1)S(=O)(=O)c1cccc(C(=O)Nc2nccs2)c1	-3	16	-3.1	2.8	-3	2	-1	-1	5	-5
C=CCOc1ccc(C2/C(=C(/O)c3ccc4c(c3)CC(C)O4)C(=O)C(=O)N2CCCN2CCOCC2)cc1 (configuration not stated)	4	8	-1.6	0.7	1	-2	4	-4	0	-8
CN(CC1CCCO1)S(=O)(=O)c1ccc(C(=O)Nc2nc3cc4c(cc3s2)OCO4)cc1 (configuration not stated)	5	-5	0.9	-5.9	-5	19	-1	1	-5	4
COc1ccc(Nc2cc(C(=O)NCCCN3CCN(C)CC3)c3ccccc3n2)c(OC)c1	-4	-2	0.3	-0.1	-3	-15	4	0	-5	-5
C/C(=N\NC(=O)c1cc(C)nc2ccccc12)c1ccc([N+](=O)[O-])cc1	0	6	-1.2	0.3	-11	-1	0	-23	3	0
O=C(/C=C/c1cccs1)NCc1ccc2c(c1)OCO2	1	10	-1.9	-1.2	-4	0	0	-5	0	-1
O=C(O)CC1(CC(=O)Nc2cc(F)ccc2Cl)CCCCC1	-1	12	-2.3	-3.6	0	-3	-1	.	5	-2
C=CCN(CC(=O)NCc1ccc(OC)cc1)C(=O)c1csnn1	-3	15	-3.1	0.0	2	24	2	-4	-5	1
CCC(C)NC(=O)NC(=O)CSc1nnc(-c2ccccc2F)n1C1CC1 (configuration not stated)	-7	10	-1.6	0.9	-3	-1	-6	1	-2	-1
Cc1cccc(-c2noc(-c3ccc(Cl)cc3[N+](=O)[O-])n2)c1	6	-69	14	0.3	4	-33	10	8	-3	1
CCOC(=O)c1ccc(S(=O)(=O)Nc2cc(C(=O)O)ccc2Cl)cc1	4	19	-3.7	-0.8	-3	-12	4	5	0	-8
CC(C)CCSc1nnc(N)s1	-5	15	-3.0	0.0	3	-3	1	-9	7	-1
Cc1cccc(C)c1NC(=S)N1CCCCCC1	-1	13	-2.3	-0.1	-4	-5	2	-1	1	3
COc1ccc(CNCC(O)(c2ccccc2)c2ccc(Cl)cc2)cc1 (configuration not stated)	4	-51	12	0.0	-6	-27	10	-4	11*	7
Cc1c(NS(=O)(=O)c2ccc(N=NN(C)C)cc2)c(=O)n(-c2ccccc2)n1C	6	2	-0.5	-0.9	-5	-8	2	-1	-2	-4
Cc1n[nH]c(=O)c2c(NC(=O)CSc3c(Cl)cccc3Cl)oc(C)c12	-1	13	-2.5	.	-1	-13	5	-4	0	.
Cc1cc(C(=O)CSc2nnnn2-c2ccc(O)cc2)c(C)n1C	-8	10	-1.9	0.7	0	-16	6	-8	-2	4
COc1ccccc1Cc1nc(-c2cccnc2)no1	-5	-1	0.2	1.0	-4	4	1	.	-4	1
COc1ccc(-c2nc3scc(-c4ccc(OC)c(OC)c4)c3c(=O)o2)cc1	3	13	-2.3	3.4	0	0	-4	0	0	2
CC1CN(c2cc(=O)n(Cc3ccc(F)cc3)c(=O)[nH]2)CC(C)O1 (configuration not stated)	2	2	-0.3	0.2	-5	-4	-1	4	-2	3
CCN(CC)CCNC(=S)N1CCn2c(nc3ccccc32)C1	-3	.	.	0.1	-1	.	.	.	-2	-3
O=c1cc(CN2CCN(c3ccccc3O)CC2)nc2sccn12	2	-1	0.2	4.6	-9	-2	5	-3	-1	-6
COCCn1c(C)cc(C(=O)CSc2ccc3ccccc3n2)c1C	0	2	-0.3	-2.4	-8	-3	0	-1	-1	1
CC(C)(C)c1nnc(NC(=O)CN2C(=O)C3C4C=CC(C4)C3C2=O)s1 (configuration not stated)	3	3	-0.5	0.7	-4	-8	3	-5	-1	-2
S=C(NCc1ccc(Cl)cc1)NCc1ccco1	-2	10	-3.0	-0.9	1	-5	2	5	-5	-5
CN(C)c1cccc(C(=O)N/N=C/c2ccsc2)c1	5	8	-1.5	0.6	3	1	4	0	2	-2
O=C(NC1CCOCC1)C1CCC(=O)N(CCc2cccc(F)c2)C1 (configuration not stated)	-1	8	-1.5	-1.1	-8	-2	1	-1	0	-1
CCN(CC)C(=O)Cn1cc(C(=O)C(=O)NCc2ccccn2)c2ccccc21	1	5	-1.0	-0.7	0	9	-2	-1	-2	-3
O=C(Nc1ccnn1C1CCN(Cc2cc3ccccc3[nH]2)CC1)C1CCOC1 (configuration not stated)	5	9	-1.6	-4.0	-6	-3	1	-3	0	-3
N#Cc1c(-c2ccc(Cl)cc2)ccn2nc(C3CCCCC3)nc12	9	-8	1.6	-1.3	-6	-6	0	1	-1	-2
O=C(OCc1ccc(Br)cc1)c1cccnc1Cl	-3	-15	1.8	-4.2	-2	6	-2	.	-1	-7
